# Screens deposited in PubChem BioAssay by several laboratories.
# NR2E3 ag-1: inhibitors of NR2E3-RetCOR corepressor binding, primary screen, NR2E3 agonist project, biochemical, TR-FRET, GST-NR2E3, biotin-RetCOR. Photoreceptor-specific nuclear receptor (Homo sapiens), Q9Y5X4. 1536-well. inhibition of corepressor binding, % at 4.78 µM. actives 0.12% (n = 320,000). AID 2300, 2010;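 active = percent inhibition above the cutoff of mean plus 3 SD of all tested compounds, set per screening campaign, cut at about 20% in these data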;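 note: 0% = DMSO wells and 100% = biotin wells as full block of FRET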
# Target sequence (Q9Y5X4 whole entry, looked up): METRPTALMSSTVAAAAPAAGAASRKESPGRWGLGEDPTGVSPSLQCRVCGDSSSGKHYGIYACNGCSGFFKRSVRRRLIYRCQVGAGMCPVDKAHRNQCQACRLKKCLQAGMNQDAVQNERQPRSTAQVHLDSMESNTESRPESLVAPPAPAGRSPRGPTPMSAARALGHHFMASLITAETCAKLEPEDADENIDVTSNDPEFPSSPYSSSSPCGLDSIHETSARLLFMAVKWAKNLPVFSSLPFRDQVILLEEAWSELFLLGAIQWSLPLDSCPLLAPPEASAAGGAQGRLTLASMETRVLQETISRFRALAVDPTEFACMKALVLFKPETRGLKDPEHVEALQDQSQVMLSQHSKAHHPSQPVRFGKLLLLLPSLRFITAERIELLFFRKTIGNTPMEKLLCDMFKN
#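 System: GST-NR2E3 and biotin-RetCOR proteins; probe or stimulus: 7 nM biotin-RetCOR; doses: compound at 4.8 µM, single dose; schedule: Compound–protein incubation for 5 h at 4 °C; detection: time-resolved FRET; read-out: percent inhibition; controls: biotin wells as high control, 0.6% DMSO wells as low control; format: 1536-well plates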
# NR2E3 ag-2: NR2E3 agonists in two-hybrid cells, primary screen, cell-based, luminescence, CHO-S, Gal4-NCOR/VP16-NR2E3. AID 602229, 2012. inhibition of corepressor binding, % at 3.98 µM. luciferase. actives 0.35% (n = 360,000);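 active = inhibition above the mean of all tested compounds plus 3 SD, cut at about 70% in these data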;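 note: 0% = DMSO with NR2E3 transfected cells and 100% = cells lacking NR2E3 construct; higher means lower luciferase signal from less NR2E3 corepressor binding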
# Shn3 3UTR inh: reduction of Shn3 3'UTR firefly luciferase signal, primary screen, Schnurri-3 inhibitor project, cell-based, Clone20 osteoblasts, set 2 | actives 0.52% (n = 360,000) | inhibition, % at 12.5 µM | Clone20 osteoblast Shn3 3'UTR firefly luciferase, 24 h | AID 588674, 2011;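 active = mean inhibition of at least 75% with every replicate also reaching 75%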;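 note: 0% = median of neutral control wells and 100% = pilot-screen positive control compound; some compounds past the cut are filed as inactive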
# Peg3 prom inh: Peg3 promoter-driven luciferase inhibitors, primary screen, cell-based, HeLa, luciferase luminescence. HeLa PEG-Prom luciferase reporter, overnight. inhibition, % at 20 µM. actives 1.7% (n = 360,000);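 active = inhibition of at least 50% at 20 µM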
# LMP1 NFkB inh: EBV LMP1-driven NF-kappaB luciferase reporter inhibitors, primary screen, cell-based, luminescence, single point. LMP1-induced NF-kappaB luciferase reporter cells. inhibition, % at 12.5 µM. actives 0.69% (n = 350,000). AID 504558, 2011; in the data active = inhibition above about 41%;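 note: 0% = neutral control wells and 100% = reference inhibitor control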
# iPSC survival up: enhancers of single-cell hiPSC survival, primary screen, ATPlite luminescence; 100% = ROCK inhibitor wells, 0% = DMSO; actives 0.044% (n = 360,000); survival enhancement, % at 20 µM; in the data active = survival enhancement above about 18%;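 note: cells exposed to compounds for 16 hours before the ATP read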
# CF NFkB block: inhibitors of PAF-induced NF-kB signaling, primary screen, cell-based, GFP fluorescence, uHTS; KKLEB NF-kB-GFP reporter, GFP fluorescence overnight; inhibition, % at 5 µM; actives 0.86% (n = 360,000); AID 588850, 2011;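 active = at least 50% inhibition at 5 µM, scaled per plate between neutral and stimulator controls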;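 note: PAF is a Pseudomonas aeruginosa culture filtrate used as stimulus; plate controls were PAF-stimulated DMSO wells for no effect and unstimulated DMSO wells for full effect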
# TRPM1 prom inh: inhibitors of MITF-dependent TRPM1 promoter reporter, primary screen, cell-based, SK-MEL-5, single point, luciferase; SK-MEL-5 TRPM1 promoter luciferase, 24 h; inhibition, % at 12.5 µM; actives 0.83% (n = 330,000);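 active = mean inhibition across replicates of 60% or more, whatever share of single replicates reaches that level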; note: values of inactives mirror those of a sister screen read the other way
# HIF-2a block: HIF-2a reporter inhibitors, primary screen, luminescence, 786-0 RCC cells. 786-0 RCC cells HIF-2a reporter, luciferase luminescence, overnight. inhibition, % at 18.8 µM. actives 0.72% (n = 360,000). AID 624352, 2012;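 active = inhibition of the luminescence signal of 40% or more relative to plate controls, in a single-dose primary screen at 18.75 µM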
# TRAIL sens C8: viability loss with TRAIL in NB7+C8 cells, primary screen, TRAIL sensitizer project, cell-based, ATPlite luminescence | inhibition (viability loss, TRAIL sensitization), % at 10 µM | actives 1% (n = 360,000) | AID 624354, 2012;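 active = compounds causing at least 50% loss of cell viability in the single-dose screen, relative to plate controls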
# KKLEB tox: cytotoxicity in KKLEB CF airway cells, primary screen, cytotoxicity control for CF NF-kB inhibitor project, cell-based, uHTS, fluorescence assay plates. KKLEB CF airway cells viability, ATPlite luminescence, overnight; hits give low values; cells stimulated with P. aeruginosa culture filtrate. activity change (cytotoxicity), % at 5 µM. actives 0.36% (n = 360,000). AID 602141, 2011;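 active = corrected activity change at or below -50% at 5 µM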
# * hit, by the source's call; / = no result given. Some of the compounds tested. The share of hits here may be higher or lower than overall.
SMILES,NR2E3 ag-1,NR2E3 ag-2,Shn3 3UTR inh,Peg3 prom inh,LMP1 NFkB inh,iPSC survival up,CF NFkB block,TRPM1 prom inh,HIF-2a block,TRAIL sens C8,KKLEB tox
Cc1ccc2[nH]c(=O)c(N3CCOCC3)c(-c3ccccc3)c2c1,-2,4,1,29,1,0.0,7,3,20,10,2
CCC(C)n1c(=O)c(C(=O)Nc2ccccc2S(N)(=O)=O)c(O)c2ccccc21 (stereo not given),0,-58,2,8,-11,-0.9,3,9,-7,-2,7
O=C(C/C=N/OCc1ccc(Cl)cc1)c1cnc(-c2ccccc2)s1,0,-13,-11,-3,0,-0.9,-4,2,-31,-12,3
CC(C)(C)OC(=O)N1CCC(C(=O)N[C@@H](Cc2ccccc2)C(=O)O)(c2ccccc2)CC1,1,-7,2,2,-19,0.6,4,-3,5,-10,0
Cn1nc(C(C)(C)C)c([N+](=O)[O-])c1C(=O)Nc1ccc(Br)cc1,-9,-11,19,2,1,-0.1,1,3,5,1,4
CCc1nc2ccccc2n1CC(O)COc1ccc(NC(C)=O)cc1 (stereo not given),-1,-8,-4,-3,4,3.8,-12,7,22,-11,-2
Cc1ccc(N(C(=O)CNC(=O)c2ccco2)C(C(=O)NC2CCCC2)c2cccnc2)cc1C (stereo not given),1,-8,11,14,-6,4.6,-8,-3,11,-3,5
O=C(O)c1ccc(Oc2cccc([N+](=O)[O-])c2)cc1C(=O)O,1,-16,-4,10,5,2.8,0,5,17,12,0
CC(/C=C/c1ccco1)=N/NC(=O)CNc1ccccc1C,-2,-4,14,-6,1,1.3,2,6,22,-10,4
CN1CCN(C(=O)CSc2cc(=O)n(C)c3ccccc23)CC1,1,-13,-5,-5,2,-2.2,-9,3,14,8,7
CC(=O)Nc1cc(-c2cccc(NS(C)(=O)=O)c2)cn2c(-c3cccc(C(C)=O)c3)cnc12,/,-7,13,31,/,-3.2,-1,/,13,14,3
COC(=O)C1=CN(CC2CCCO2)C=C(C(=O)OC)C1c1cc(OC)c(OC)c(OC)c1 (stereo not given),-1,2,-15,8,4,2.8,-16,-2,21,-8,0
CC(CN1CCOCC1)OC(=O)c1cccc(Br)c1 (stereo not given),1,4,-17,-16,7,0.5,8,4,-24,-17,-2
CCCOc1ccc(-c2c(=O)n(OCc3ccc([N+](=O)[O-])cc3)c3ccccc3[n+]2[O-])cc1,0,-45,-152,-189,-7,-0.3,-1,-87,-127,5,13
Cc1cc(C(=O)CSc2nc3ccccc3[nH]2)c(C)n1CC1CCCO1 (stereo not given),-2,84*,74,102*,34,-0.6,14,28,-56,76*,-28
OCC1OC(Oc2c[nH]c3ccccc23)C(O)C(O)C1O (stereo not given),-5,-31,0,-2,35,2.9,32,20,6,-5,-12
O=S(=O)(NCCC1=CCCCC1)c1cccc(Br)c1,-1,-1,2,20,1,1.0,8,-6,-2,3,-4
CCCCc1cc2c(c(NC(=O)CC)n1)c(=O)oc1ccccc12,/,-23,-16,13,3,1.0,-9,11,-17,-14,-6
O=C(Nc1ccn(Cc2ccc(Cl)cc2)n1)c1ccccc1,2,-62,-97,-223,-19,-0.4,-9,-81,-303,-6,-5
O=Cc1cccn1-c1sc2c(c1C(=O)O)CCCC2,-2,3,-5,11,0,-1.4,-2,-17,13,0,7

# Continued, starting with the last 4 of the part before.
SMILES,NR2E3 ag-1,NR2E3 ag-2,Shn3 3UTR inh,Peg3 prom inh,LMP1 NFkB inh,iPSC survival up,CF NFkB block,TRPM1 prom inh,HIF-2a block,TRAIL sens C8,KKLEB tox
O=S(=O)(NCCC1=CCCCC1)c1cccc(Br)c1,-1,-1,2,20,1,1.0,8,-6,-2,3,-4
CCCCc1cc2c(c(NC(=O)CC)n1)c(=O)oc1ccccc12,/,-23,-16,13,3,1.0,-9,11,-17,-14,-6
O=C(Nc1ccn(Cc2ccc(Cl)cc2)n1)c1ccccc1,2,-62,-97,-223,-19,-0.4,-9,-81,-303,-6,-5
O=Cc1cccn1-c1sc2c(c1C(=O)O)CCCC2,-2,3,-5,11,0,-1.4,-2,-17,13,0,7
CC(C)(C)c1nnc(NC(=O)c2cccs2)s1,2,-114,-60,-222,-18,-1.0,-4,-52,-231,17,-1
Cc1cccc(CC2CC(=O)N(c3ccccc3)C2=O)c1 (stereo not given),1,-20,-15,7,3,-3.2,-13,-1,5,8,-3
O=C(CCNc1cccc(F)c1)c1cc2ccccc2o1,5,-17,-7,-28,46*,-0.9,5,-8,-57,0,6
CN(C)S(=O)(=O)N1CCC(c2ccc(F)cc2)C(COc2ccc3c(c2)OCO3)C1 (stereo not given),2,-37,37,25,-3,-0.7,5,-5,12,-2,-6
O=C(CSC(=S)N1CCCC1)N1CCN(S(=O)(=O)c2cccc(F)c2)CC1,-1,-5,-2,15,4,-0.1,-16,7,-6,-18,-4
Cc1cccc(C)c1NC(=O)CN(C)C(=O)c1ccccc1SCC(=O)N1CCCC1,-1,0,-157,-27,-19,0.5,-38,-2,5,-2,12
COc1ccc(C(=O)NNC(=O)CSc2nnnn2C)cc1,-1,15,-14,3,-3,-0.9,13,0,16,-4,3
COc1cccc(-c2cc(=O)c3cc(NC(=O)c4ccccc4)ccc3[nH]2)c1,-6,0,11,13,1,5.4,21,20,-12,14,-13
COc1ccc(C2C=C(c3ccc(F)cc3)NC(=S)N2)cc1OC (stereo not given),1,0,-15,5,4,1.5,-9,12,10,-3,18
COC(=O)NCC(C)OC(=O)Nc1cccc(Cl)c1 (stereo not given),2,-13,0,-20,-7,-0.8,-4,1,-38,-5,-6
O=C1C(=O)N(CCN2CCCCC2)c2ccccc21,0,22,-57,-6,1,8.8,-1,2,12,-1,-3
O=C(CSc1nccc(=O)[nH]1)NC1CCCCCCC1,/,-14,-5,12,4,-0.2,15,-1,4,-13,1
COC(=O)c1ccc(CSc2nc3c(cnn3-c3ccc(Cl)cc3)c(=O)[nH]2)o1,/,6,-2,15,3,2.7,9,-2,9,-12,-5
Cc1ccc(S(=O)(=O)c2nc(-c3ccccc3)oc2NCCCN2CCOCC2)cc1,/,1,13,9,11,6.1,10,1,11,-2,4
Cc1c(Nc2nc3ccccc3nc2NS(=O)(=O)c2cccc(Cl)c2)c(=O)n(-c2ccccc2)n1C,-1,-11,-10,17,-3,1.0,17,11,15,1,-2
COc1ccc(-c2cccc(-c3cc(=O)oc4cc5c(cc34)OCO5)c2)cc1,/,-34,-8,-3,-5,-1.7,-6,-18,-40,15,-1
COc1ccc(C(=O)COC(=O)c2ccc3ccccc3n2)cc1,0,-24,5,10,5,1.2,18,-5,14,-14,-27
CCN(CCCNC(=O)C1CCC(=O)N1Cc1ccccc1Cl)c1cccc(C)c1 (stereo not given),-1,1,2,1,-1,-1.1,13,-15,-5,3,-12
CN(Cc1cnccn1)C(=O)CC1C(=O)NCCN1Cc1cccc(Oc2ccccc2)c1 (stereo not given),0,-8,/,7,-8,0.9,-7,-7,14,-16,-4
CCCCNC(=S)NC(=O)c1ccccc1Br,0,-22,5,-71,-12,2.0,-9,-9,-92,-1,-2
Cn1nnnc1SCC(=O)Nc1ncc(C(F)(F)F)cc1Cl,/,-16,-8,-2,5,2.0,32,4,15,7,-14
CC1CN(C(=O)c2cc3cc(Cl)cc(Cl)c3oc2=O)CC(C)O1 (stereo not given),6,1,-12,15,-6,0.6,-4,0,8,-6,-3
C=CCn1c(=O)c2ccccc2n2c(SC(C)C(N)=O)nnc12 (stereo not given),3,0,-1,-4,2,1.1,6,-19,15,-1,4
CC1CC(C)CN(CCCNC(=O)Cn2cccc2C(=O)c2ccccc2)C1 (stereo not given),6,-16,1,-9,-4,-0.4,6,-14,4,7,-22
COc1ccc(S(=O)(=O)N2CCCCCC2)cc1C(=O)N(C)Cc1ccc(OC)c(OC)c1OC,0,1,-4,3,8,0.1,-7,8,8,-3,1
O=C(/C=C/c1ccco1)Nc1cccc(C(=O)Nc2ccccc2C(=O)O)c1,2,-8,-23,-10,-1,-0.1,4,-4,2,-9,-15
O=C(Nc1ccc2oc(-c3ccncc3)nc2c1)c1ccc(F)cc1,2,-16,13,-7,-1,0.1,-5,3,-18,4,11
COc1cc2c(cc1OC)C(c1ccc([N+](=O)[O-])cc1)NC(=O)C2 (stereo not given),-4,20,-4,24,-3,-0.6,-8,-4,15,4,2
Cc1ccccc1C(=O)Nc1ccc(N2CCCCCC2)cc1,2,-82,-43,-179,-40,-0.1,6,-31,-281,-9,-20
O=C(CN1CCN(c2ccccc2O)CC1)NCCCc1ccccc1,-3,-2,-1,-10,3,0.9,5,3,10,-4,7
CCc1cccc(NC(=O)C2CCN(S(=O)(=O)c3cccs3)CC2)c1,1,-8,29,16,4,3.2,-4,4,0,-1,14
COc1cc2c(cc1OC)C(C)N(S(=O)(=O)c1ccc(C)cc1)CC2 (stereo not given),3,-3,-10,-12,-4,-0.6,-16,3,18,4,1
CC(C)(C)CC(=O)NC(=S)NCc1ccccc1,-2,2,-33,4,-4,-1.3,11,10,2,-11,-10
O=C(NCCc1csc(-c2ccccc2)n1)c1c(F)cccc1F,0,8,-6,-17,-16,-1.7,-1,/,-39,-16,5
COc1ccc(N2C(=O)CCC2=O)cc1,1,-5,14,-17,4,-3.5,-2,-1,6,18,-5
O=C(CSc1nc2ccccc2c(=O)[nH]1)N1CCCCC1,6,4,11,-29,-13,3.9,-26,/,-77,-8,16
O=C(Cc1ccc(Cl)c(Cl)c1)Nc1ccc(S(=O)(=O)Nc2ncccn2)cc1,-3,-11,-6,18,0,1.2,7,6,18,-11,2
N=C1SCC(=O)N1c1ncc(Cc2ccccc2Cl)s1,/,100*,-12,25,-17,-0.2,5,-5,-9,-2,4
CC(=O)NC12CC3CC(C1)CC(C(=O)N1CCN(S(=O)(=O)c4ccccc4C#N)CC1)(C3)C2,/,-21,-4,-8,-19,0.6,0,-25,-9,1,4
COC(=O)c1ccc(Cn2cc(Cl)cn2)o1,-2,-19,3,1,7,0.2,-17,5,7,-10,-3
CC(C)(C)c1ccc(-c2nnc3sc(-c4ccccn4)nn23)cc1,2,-4,-6,19,5,2.3,6,/,11,10,11
